# Rab9 promoter act – qHTS Assay for Rab9 Promoter Activators; actives 2.8% (n = 320,000); Potency, µM (highest dose often 9.22 µM), inactives show at the highest dose activation, negative = inhibition, hits mostly activators; Huh7 Rab9 promoter-luciferase reporter, luminescence, 24 h; AID 485297, 2010; note: potency is the fitted concentration of half-maximal effect; % of control where 0% means no effect; nearly all actives have a fitted effect of over 60% in size
#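 Stable Rab9-luc Huh7, 1500 cells/well, 2 h settle; cmpd in DMSO, 24 h, 37 °C/5% CO2; luciferase reagent 10 min RT; luminescence.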
# ELG1 repair inh – qHTS screen for small molecules that inhibit ELG1-dependent DNA repair in human embryonic kidney (HEK293T) cells expressing luciferase-tagged ELG1. HEK293T ELG1-luciferase reporter, luminescence, 16 h; DNA damage induced by 5-fluorouridine. Potency, µM (series often up to 46.1 µM), without a hit: at the top dose activity change, negative = inhibition, actives largely listed as inhibitors. actives 2.3% (n = 330,000). AID 504467, 2011; note: potency is the fitted concentration of half-maximal effect; % is set by controls: 0 for no effect and ±100 for the full control effect; nearly all actives have a fitted effect of over 55% in size
#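 Step one: seed 2,000 cells per well. Step two: pin-transfer compound or DMSO alongside 5-fluorouridine. Step three: incubate 16 hr, 37 °C, 5% CO2. Step four: add ONE-Glo, wait 30 min, read luminescence.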
# RORgamma inh – qHTS for inhibitors of ROR gamma transcriptional activity; Drosophila S2 Gal4-RORgamma UAS-luciferase reporter, 20 h; Potency, µM (series often up to 53.6 µM), without a hit: top-dose activity change, negative = inhibition, usual class: inhibitors; actives 5.4% (n = 310,000); note: potency is the fitted concentration of half-maximal effect; % is set by controls: 0 for no effect and ±100 for the full control effect; nearly all actives have a fitted effect of over 60% in size
#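 Drosophila Schneider cells stably carrying a metallothionein-driven Gal4 DBD–ROR gamma fusion and a UAS-Photinus luciferase reporter were exposed to compound for 1 hr, then induced with copper sulfate (700 uM final) for 20 hr at ambient temperature before luminescence reading.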
# VP16 counter – VP16 counterscreen qHTS for inhibitors of ROR gamma transcriptional activity. Drosophila S2 Gal4-VP16 UAS-luciferase, luminescence, 20 h. Potency, µM (top dose mostly 53.6 µM), for inactives: at the top dose activity, negative = inhibition, most hits filed as inhibitors. actives 3.5% (n = 310,000). AID 2546, 2010;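 note: Gal4-VP16 expression switched on by copper sulfate through the metallothionein promoter; potency is the fitted concentration of half-maximal effect; % is set by controls: 0 for no effect and ±100 for the full control effect; nearly all actives have a fitted effect of over 50% in size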
# Tb PFK inh – qHTS Assay to Find Inhibitors of T. brucei phosphofructokinase; T. brucei PFK, ADP-Glo luminescence; Potency, µM (doses to about 57.5 µM), inactives show at the highest dose activity, negative = inhibition, usual class: inhibitors; AID 485367, 2010; actives 0.17% (n = 330,000);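 note: potency is the fitted concentration of half-maximal effect; 0% = uninhibited 1x PFK enzyme wells and -100% = no-enzyme wells; nearly all actives have a fitted effect of over 60% in size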
#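 In TEA buffer at pH 8.0 with 5 mM MgCl2, enzyme (1.25 nM) converted F6P (0.5 mM) and ATP (0.1 mM) for 45 min at room temperature. ADP product was read by luciferase luminescence.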
# BRCA1 expr act – qHTS Assay to Identify Small Molecule Activators of BRCA1 Expression; Potency, µM (highest dose often 46.1 µM), without a hit: top-dose activation, actives largely listed as activators; MCF7-BRCA1-FFLuc reporter, luminescence, 48 h; response scale: scaled: vehicle 0%, 10 µM genistein 100%; actives 1.1% (n = 380,000); note: potency is the fitted concentration of half-maximal effect; nearly all actives have a fitted effect of over 80% in size; some results filed as inactive show a strong effect at the top dose
#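 Using MCF7 cells harboring a BRCA1 firefly luciferase reporter, plated 2 h before compound pinning, the screen measured luminescence after 48 h incubation. Responses were normalized to DMSO and 10 microM genistein, then fitted for concentration-effect.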
# FLuc modulator – qHTS profiling assay for firefly luciferase inhibitor/activator using purifed enzyme and Km concentrations of substrates (counterscreen for miR-21 project) | Luciferin 4-monooxygenase (Photinus pyralis), P08659 | purified FLuc, Km substrates, luminescence inhibition | Potency, µM (titrated, usually from 57.5 µM), for inactives: top-dose activity change, negative = inhibition, most hits filed as inhibitors | actives 6.9% (n = 360,000) | AID 588342, 2011;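 note: potency is the fitted concentration of half-maximal effect; plate controls were vehicle for no effect and reference inhibitor for full effect; nearly all actives have a fitted effect of over 55% in size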
#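 Purified P. pyralis luciferase, 10 nM final, with Km-level 10 uM D-luciferin and 10 uM ATP in 50 mM Tris acetate pH 7.5, 10 mM Mg acetate, 0.01% Tween-20, 0.05% BSA; 6-point qHTS titration about 60 µM downward; luminescence read.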
# TRPV1 ag – HTS Assay for Compounds that Act as Agonists of the Vanilloid Receptor 1; Transient receptor potential cation channel subfamily V member 1 (Homo sapiens), Q8NER1; TRPV1-expressing cells, Fluo-8 calcium influx, agonist mode; activation, % at 8.33 µM; actives 0.19% (n = 320,000); AID 540275, 2011; in the data active = activation above about 80%; inconclusive = between about 30% and that limit; note: 0% is about no effect
# Target sequence (Q8NER1 whole entry, looked up): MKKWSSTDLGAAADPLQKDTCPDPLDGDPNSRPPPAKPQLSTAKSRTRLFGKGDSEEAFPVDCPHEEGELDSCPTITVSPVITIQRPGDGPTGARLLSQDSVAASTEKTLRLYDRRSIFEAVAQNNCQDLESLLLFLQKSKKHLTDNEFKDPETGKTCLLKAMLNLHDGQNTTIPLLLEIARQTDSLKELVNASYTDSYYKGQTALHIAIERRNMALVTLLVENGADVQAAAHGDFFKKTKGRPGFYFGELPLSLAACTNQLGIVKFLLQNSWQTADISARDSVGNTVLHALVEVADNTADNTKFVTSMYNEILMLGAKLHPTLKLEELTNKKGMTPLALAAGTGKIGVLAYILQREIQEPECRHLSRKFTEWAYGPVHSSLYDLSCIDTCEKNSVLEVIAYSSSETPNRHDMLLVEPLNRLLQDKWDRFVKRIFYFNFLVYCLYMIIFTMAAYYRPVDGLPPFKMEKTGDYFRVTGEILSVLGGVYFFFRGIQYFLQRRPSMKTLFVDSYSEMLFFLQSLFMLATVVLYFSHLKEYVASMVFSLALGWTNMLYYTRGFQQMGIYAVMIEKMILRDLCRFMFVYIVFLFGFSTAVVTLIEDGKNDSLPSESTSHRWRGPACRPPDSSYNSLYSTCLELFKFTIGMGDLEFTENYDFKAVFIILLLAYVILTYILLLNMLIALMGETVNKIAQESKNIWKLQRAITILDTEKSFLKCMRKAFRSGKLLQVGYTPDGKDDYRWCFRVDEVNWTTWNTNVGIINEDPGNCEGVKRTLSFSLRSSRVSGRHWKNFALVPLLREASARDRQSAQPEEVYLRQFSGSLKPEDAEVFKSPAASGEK
#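 TRPV1-expressing cells were cultured overnight at 35.5C and loaded with Fluo-8 calcium dye for 40 to 90 min at room temperature. After a 10 s baseline, compound was added and calcium influx was read kinetically for 3 min (ex 480/em 520 nm).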
# ELG1 genotox – qHTS screen for small molecules that induce genotoxicity in human embryonic kidney (HEK293T) cells expressing luciferase-tagged ELG1 | HEK293T ELG1-luciferase reporter, luminescence, 16 h | Potency, µM (doses to about 46 µM), for inactives: at the top dose activity change, positive = activation, hits mostly activators | AID 504466, 2011 | actives 1.3% (n = 330,000); note: potency is the fitted concentration of half-maximal effect; % of control where 0% means no effect; nearly all actives have a fitted effect of over 60% in size
#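 Reporter readout depends on ELG1 protein level, which increases with genetic stress. After 16 hr compound exposure at 37 °C, luciferase activity was quantified using ONE-Glo.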
# p53 reactivation – qHTS assay for re-activators of p53 using a Luc reporter | H1299 p53-A138V BP100-luciferase reporter, luminescence, 24 h | Potency, µM (highest dose often 92.2 µM), without a hit: top-dose activity change, positive = activation, most hits filed as activators | actives 0.063% (n = 320,000) | AID 504706, 2011; note: potency is the fitted concentration of half-maximal effect; % of control where 0% means no effect; nearly all actives have a fitted effect of over 45% in size
#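 p53-null H1299 cells stably carrying temperature-sensitive p53-A138V and a BP100-luciferase reporter were pinned with compounds (4-point, 1:5 series) and held 24 hrs at 37 deg C. Luminescence was read 10 min after detection reagent.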
# NPC1 prom act – qHTS Assay for NPC1 Promoter Activators. Potency, µM (titrated, usually from 9.22 µM), for the others: top-dose activation, usual class: activators. actives 2.4% (n = 320,000). Huh7 NPC1 promoter luciferase reporter, 24 h;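 note: potency is the fitted concentration of half-maximal effect; % of control where 0% means no effect; nearly all actives have a fitted effect of over 60% in size; reporter is driven by a mutant NPC1 promoter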
#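 Readout is luciferase luminescence, reflecting NPC1 promoter activation in stably transfected Huh7 cells after 24 h compound exposure at 37 °C in reduced-serum medium with 10% FBS.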
# Active calls of the source: *; ? = inconclusive; · = not tested or not shown; [ ] = dose if it differs, or a comment. Unless noted, calls come from the whole dose curve; as a rule, active = well fitted curve in the direction sought with a large enough effect; inconclusive = small, poorly fitted or top-dose-only effect, or another doubt; inactive = no such curve, though single readings can be large; an effect the other way counts as inactive or inconclusive.
SMILES,Rab9 promoter act,ELG1 repair inh,RORgamma inh,VP16 counter,Tb PFK inh,BRCA1 expr act,FLuc modulator,TRPV1 ag,ELG1 genotox,p53 reactivation,NPC1 prom act
CC(C)CNC(=O)COC(=O)c1ccc([N+](=O)[O-])cc1Cl,-6%,-1%,-27%,-8%,-5%,-7%,-2%,1,3%,6%,1%
O=C(NCCOc1ccc(Cl)cc1)c1cccc(S(=O)(=O)N2CCCC2)c1,2%,8.9µM*,·,·,-4%,1%,-2%,27,-2%,-11%,1%
O=C(COc1ccc(Br)cc1Cl)c1ccc[nH]1,4µM*,?,32%,-3%,-3%,?,19µM*,9,12%,?,?
Cc1ccc(NC(=O)CCSc2nnnn2-c2ccc3c(c2)OCO3)cc1C,-4%,?,30%,-2%,-4%,-18%,2%,12,-5%,-20%,-10%
O=C(Nc1ccc(C(=O)N2CCOCC2)cc1)c1cccc(Br)c1,14%,23%,26%,25%,1%,57%,-17%,?,?,4%,12%
Cc1ccc(CNC(=O)C(=O)NCCC2CCCCN2S(=O)(=O)c2cccs2)cc1 (centres undefined),-3%,?,·,·,18%,-41%,1%,-3,-4%,5%,0%
O=C(OCCCc1cc2ccccc2c(=O)o1)c1ccc(F)cc1,-7%,11%,·,·,-2%,?,2%,9,1%,6%,-1%
Cc1ccc(-c2nc(N3CCN(C)CC3)c3ccccc3n2)cc1,-6%,-8%,-1%,1%,0%,-13%,-18%,26,-4%,?,-1%
C=C(C)c1cccc(C(C)(C)NC(=O)NC2CC(C)(C)NC(C)(C)C2)c1,-1%,2%,16%,-4%,4%,-10%,4%,2,-3%,0%,-2%
CCN(CC)C(=O)CSc1nc2c(sc(=S)n2Cc2ccco2)c(=O)n1-c1ccccc1,6%,?,?,1%,-1%,-35%,3%,3,3%,-19%,-1%
CCOC(=O)c1c(NC(=O)CSc2nnc(C)c(=O)[nH]2)sc(C)c1C,4%,2%,15%,-18%,3%,·,-19%,-4,2%,4%,-8%
CCOC(=O)c1ccc(NC(=O)c2ccco2)cc1,2.2µM*,?,25%,?,0%,7.1µM*,11µM*,?,?,35%,3.5µM*
Cc1nc(C(=O)NCc2ccccc2)sc1C1(C)CC(c2cccc([N+](=O)[O-])c2)=NO1 (centres undefined),-3%,?,44%,-3%,-14%,7%,2%,-2,-4%,-7%,-3%
CCOC(=O)c1c(S(=O)(=O)Nc2ccc(C)c(F)c2)c(C)n(C)c1C,0%,9%,-36%,-4%,-2%,5%,1%,6,?,0%,-5%
O=C(O)c1ccc(Nc2nc3ccccc3nc2NS(=O)(=O)c2cccs2)cc1,-7%,5%,8%,-15%,19%,0%,?,2,1%,-4%,-3%
CCCCOC(=O)Nc1nnc(SCCOc2ccc(C)cc2)s1,15%,?,-2%,-7%,-1%,5%,3%,4,-2%,-3%,8%
C=CCSc1nc(=O)n2ccc(C)cc2n1,1%,?,28%,-3%,-2%,78%,-1%,1,-1%,9%,-3%
Cc1cccc(NC(=O)CNC(=O)c2cccc(S(=O)(=O)NCc3cccs3)c2)c1C,1%,-17%,·,·,-10%,-27%,·,4,-4%,-7%,-3%
COC(=O)c1c(NC(=O)c2c(OC)cccc2OC)sc2c1C(C(=O)OC)CC2 (centres undefined),0%,7%,?,6%,-4%,-33%,-16%,17,-2%,-6%,0%
COCCNc1nnc(SCC(=O)c2c[nH]c3ccccc23)s1,-4%,-1%,?,35µM*,2%,-24%,-17%,2,1%,-1%,-2%
O=[N+]([O-])c1ccc(/C=N/Nc2cc(Cl)nc(-c3ccccc3)n2)cc1,-10%,11%,11%,-7%,2%,-1%,-1%,1,0%,-5%,-5%
C=CCN1CCN(C(CC(C)C)c2nnnn2CCOC)CC1 (centres undefined),10%,10%,-2%,-3%,2%,18%,0%,3,2%,2%,-2%
CC(=O)Nc1ccc(NC(=O)COc2ccc(-c3ccccc3)cc2)cc1,-5%,?,-2%,-5%,0%,-9%,-3%,0,3%,4%,5%
Cc1cc(C(=O)COC(=O)c2ccc(N)cc2)c(C)n1-c1c(C)n(C)n(-c2ccccc2)c1=O,-1%,14%,-13%,-8%,-3%,7%,-3%,2,-1%,2%,8%
COc1ccc(C(=O)NC(=S)NC2CCSC2=O)cc1 (centres undefined),2%,11%,?,?,1%,11%,?,-2,1%,14%,-1%

# The results go on.
SMILES,Rab9 promoter act,ELG1 repair inh,RORgamma inh,VP16 counter,Tb PFK inh,BRCA1 expr act,FLuc modulator,TRPV1 ag,ELG1 genotox,p53 reactivation,NPC1 prom act
CC(=O)N(CC1CCCO1)C1(C(=O)NC2CCCC2)CCCCC1 (centres undefined),-1%,-3%,-2%,-9%,0%,8%,1%,-2,5%,0%,2%
CCOc1ccc(NC(=O)COC(=O)c2cc(=O)c3ccccc3o2)cc1,7%,11%,·,·,-7%,5%,-2%,0,-3%,7%,2%
O=C(N/N=C/c1ccccc1Cl)c1nc2ccc([N+](=O)[O-])cc2c(=O)[nH]1,-4%,-8%,-13%,3%,7%,-8%,?,-4,1%,-1%,2%
CC(C)(C)c1ccc(OCC(=O)N(Cc2cccs2)C2CCS(=O)(=O)C2)cc1 (centres undefined),7%,-23%,0%,-7%,2%,-30%,-1%,-3,-7%,7%,-5%
C/C(NCc1cccnc1)=C(\C#N)C(=O)NCc1ccccc1,1%,2%,2%,1%,-6%,3%,7%,2,-1%,-1%,-4%
CCCC(=O)Nc1ccc(C(=O)N/N=C/c2ccc([N+](=O)[O-])o2)cc1,0%,?,-39%,?,18%,-91%[inhibitor],-1%,11,-7%,27%,-1%
O=C(c1ccc(Cn2cc(Br)cn2)o1)n1cccn1,0%,8%,-31%,-13%,-1%,3%,-1%,1,-1%,-7%,-1%
CCOc1ccc(NS(=O)(=O)c2ccc(C(=O)N(C)CC(=O)Nc3ccc(OC)cc3)cc2)cc1,-2%,6%,·,·,6%,-23%,4%,-3,1%,-4%,0%
CCOC(=O)c1cc2c(nc1N)CC(C)(CC)OC2 (centres undefined),3.2µM*,?,-7%,?,3%,?,?,1,13µM*,22%,?

# Another view of part of the listing above.
Structure | Rab9 promoter act | ELG1 repair inh | RORgamma inh | VP16 counter | Tb PFK inh | BRCA1 expr act | FLuc modulator | TRPV1 ag | ELG1 genotox | p53 reactivation | NPC1 prom act
Cc1ccc(CNC(=O)C(=O)NCCC2CCCCN2S(=O)(=O)c2cccs2)cc1 (centres undefined) | -3% | ? | · | · | 18% | -41% | 1% | -3 | -4% | 5% | 0%
Cc1cccc(NC(=O)CNC(=O)c2cccc(S(=O)(=O)NCc3cccs3)c2)c1C | 1% | -17% | · | · | -10% | -27% | · | 4 | -4% | -7% | -3%
Cc1ccc(-c2nc(N3CCN(C)CC3)c3ccccc3n2)cc1 | -6% | -8% | -1% | 1% | 0% | -13% | -18% | 26 | -4% | ? | -1%
CCCC(=O)Nc1ccc(C(=O)N/N=C/c2ccc([N+](=O)[O-])o2)cc1 | 0% | ? | -39% | ? | 18% | -91%[inhibitor] | -1% | 11 | -7% | 27% | -1%
CCN(CC)C(=O)CSc1nc2c(sc(=S)n2Cc2ccco2)c(=O)n1-c1ccccc1 | 6% | ? | ? | 1% | -1% | -35% | 3% | 3 | 3% | -19% | -1%
COCCNc1nnc(SCC(=O)c2c[nH]c3ccccc23)s1 | -4% | -1% | ? | 35µM* | 2% | -24% | -17% | 2 | 1% | -1% | -2%
CC(C)(C)c1ccc(OCC(=O)N(Cc2cccs2)C2CCS(=O)(=O)C2)cc1 (centres undefined) | 7% | -23% | 0% | -7% | 2% | -30% | -1% | -3 | -7% | 7% | -5%

# Compound activity deposited in PubChem by National Center for Advancing Translational Sciences (NCATS).
